# Screening results (PubChem BioAssay)
# Tau fluor cs = counter-screen for tau fibril formation inhibitors; 0.93% of 280,000 active; Potency, µM (top dose mostly 57.7 µM), inactives show at the top dose activity change, negative = decrease; tau K18 P301L Alexa594 fluorescence, heparin fibrillization; note: nearly all actives have a fitted effect of over 55% in size
#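 Human tau K18 P301L (15 uM unlabeled, 0.24 uM Alexa 594-labeled) in 100 mM sodium acetate pH 7 with 20 uM heparin, 6 hr at 37 C. ThT 30 uM added, 1 hr ambient; Alexa 594 FP and total fluorescence read at 555/632 nm.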
# Tau fibril FP = inhibitors of human tau fibril formation; 0.39% of 280,000 active; Potency, µM (series often up to 57.7 µM), for the others: top-dose activity, negative = inhibition, usual class: inhibitors; P10636; K18 P301L tau heparin fibrillization, Alexa594 FP, 6 h; AID 1468; note: nearly all actives have a fitted effect of over 55% in size
# Target sequence (P10636 561-689 P618L limits assumed): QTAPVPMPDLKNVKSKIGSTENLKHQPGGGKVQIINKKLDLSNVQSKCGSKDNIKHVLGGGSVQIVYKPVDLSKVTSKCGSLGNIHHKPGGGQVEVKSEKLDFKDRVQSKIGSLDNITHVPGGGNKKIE
#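 FP of Alexa 594-tau after heparin (20 uM) induction. Substrate: human K18 P301L, 15 uM unlabeled, 0.24 uM labeled. Buffer 100 mM sodium acetate pH 7. 6 hr, 37 C.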
# ALDH1A1 block = ALDH1A1 (human) enzyme inhibition | 7.3% of 220,000 active | P00352 | Purified ALDH1A1, NADH fluorescence, propionaldehyde substrate | Potency, µM (series often up to 75.3 µM), without a hit: top-dose activity, negative = inhibition, hits mostly inhibitors; active = well fitted inhibition curve with a large enough effect, not every such curve was filed as active; inconclusive = small, poorly fitted or top-dose-only effect, or another doubt; inactive = no such curve, though single readings can be large or run the other way;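 note: plate controls were no enzyme wells and a reference inhibitor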
# GLA spleen mod = inhibits or activates alpha-galactosidase in human spleen homogenate; human spleen homogenate, 4MU-alpha-Gal fluorescence, 40 min; Potency, µM (doses to about 80 µM), without a hit: at the top dose activity change, negative = inhibition, most hits filed as inhibitors; 0.008% of 240,000 active;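 note: 0% = enzyme with vehicle and -100% = no enzyme basal signal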
# Target sequence (P06280 32-429 limits assumed): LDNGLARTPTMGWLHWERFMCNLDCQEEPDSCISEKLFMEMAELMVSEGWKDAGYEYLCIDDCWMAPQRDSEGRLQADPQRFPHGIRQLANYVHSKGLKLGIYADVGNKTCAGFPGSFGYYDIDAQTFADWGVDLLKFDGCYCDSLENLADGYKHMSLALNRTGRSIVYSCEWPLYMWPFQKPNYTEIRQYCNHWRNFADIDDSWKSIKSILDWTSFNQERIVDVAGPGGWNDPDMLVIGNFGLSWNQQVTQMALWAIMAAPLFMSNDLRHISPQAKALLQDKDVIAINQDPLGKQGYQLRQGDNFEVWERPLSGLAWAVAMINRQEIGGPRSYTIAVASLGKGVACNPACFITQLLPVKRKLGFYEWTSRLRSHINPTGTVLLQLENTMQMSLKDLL
#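 Inhibition or activation of alpha-galactosidase in human spleen homogenate is scored by 4-MU fluorescence after 40 min at 37C, pH 5.0, with 1 mM substrate. AC50s come from concentration-response fitted to the Hill equation.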
# TexasRed fluor = counter-screen for TRb-SRC2 inhibitors: fluorescence interference; Potency, µM (highest dose often 106 µM), for inactives: at the highest dose fluorescence change, negative = quenching; 0.29% of 280,000 active; TRb/SRC2 Texas Red total fluorescence interference; AID 1479; active = well fitted curve in either direction with a large enough effect; inconclusive = small, poorly fitted or top-dose-only effect
#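 Flags fluorescent or light-absorbing compounds by total fluorescence, S + 2P, at 555 nm excitation and 632 nm emission. Mixture: 20 nM Texas Red SRC2 peptide, 0.6 uM human TRb LBD, 1 uM T3, 5% DMSO; compound exposure 5 h at ambient temperature.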
# Tau ThT inhib = tau fibrillization inhibition (ThT binding); P10636; recombinant tau K18 P301L (four-repeat tau fragment), heparin-induced fibrillization, ThT fluorescence; Potency, µM (top dose mostly 57.4 µM), inactives show at the top dose activity, negative = inhibition, hits mostly inhibitors; 2.1% of 270,000 active; note: nearly all actives have a fitted effect of over 55% in size
#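 In this qHTS, human K18 P301L tau is incubated with compound and heparin for 6 hr at 37 C, and Thioflavin T fluorescence then reports fibril load.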
# L3MBTL1 inh = L3MBTL1 (human) inhibition. Q9Y468. AlphaScreen L3MBTL1–H3K9me1 peptide binding. Potency, µM (titrated, usually from 57.1 µM), for the others: at the top dose activity, negative = inhibition, most hits filed as inhibitors. 0.66% of 230,000 active; note: nearly all actives have a fitted effect of over 60% in size
#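 First, the protein-peptide complex forms for 30 min at room temperature (L3MBTL1 50 nM, biotinylated H3K9me1 peptide 75 nM). Next, compounds are pin-transferred and incubated 30 min. Finally, AlphaScreen beads are added and read after 30 min.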
# TRb SRC2 PPI = TRbeta-SRC2 interaction inhibition; P10828; TRbeta-SRC2 peptide binding, fluorescence polarization; receptor liganded with 1 µM T3; Potency, µM (series often up to 106 µM), for the others: at the highest dose activity change, negative = inhibition, most hits filed as inhibitors; 0.065% of 280,000 active;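 note: plate controls were bound peptide for no effect and peptide without receptor for full effect; nearly all actives have a fitted effect of over 50% in size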
# Target sequence (P10828 whole entry, looked up): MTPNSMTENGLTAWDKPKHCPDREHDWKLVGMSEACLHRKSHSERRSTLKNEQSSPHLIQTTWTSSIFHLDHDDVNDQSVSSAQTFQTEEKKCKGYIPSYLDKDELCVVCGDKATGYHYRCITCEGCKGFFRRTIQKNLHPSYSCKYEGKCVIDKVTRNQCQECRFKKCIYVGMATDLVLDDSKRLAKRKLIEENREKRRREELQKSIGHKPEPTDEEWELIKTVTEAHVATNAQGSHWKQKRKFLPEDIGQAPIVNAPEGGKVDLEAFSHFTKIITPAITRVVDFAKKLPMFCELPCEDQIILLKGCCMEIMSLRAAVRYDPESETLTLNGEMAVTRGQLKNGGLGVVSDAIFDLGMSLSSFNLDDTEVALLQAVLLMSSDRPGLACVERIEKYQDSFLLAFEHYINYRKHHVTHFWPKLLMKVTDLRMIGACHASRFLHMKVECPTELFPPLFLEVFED
#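 Assay buffer: 20 mM Tris-HCl, 100 mM NaCl, 10% glycerol, 1 mM EDTA, 0.01% NP-40, 1 mM DTT, 1 uM T3, 5% DMSO; TRb LBD 0.6 uM, Texas Red SRC2 20 nM; FP after 5 hr.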
# An asterisk follows results filed as active; u = inconclusive; x = not tested or not shown; [ ] = dose if it differs, or a comment. Unless noted, calls come from the whole dose curve; as a rule, active = well fitted curve in the direction sought with a large enough effect; inconclusive = small, poorly fitted or top-dose-only effect, or another doubt; inactive = no such curve, though single readings can be large; an effect the other way counts as inactive or inconclusive. Unless noted, % is set by controls: 0 for no effect and ±100 for the full control effect; potency is the fitted concentration of half-maximal effect.
no.	Compound	Tau fluor cs	Tau fibril FP	ALDH1A1 block	GLA spleen mod	TexasRed fluor	Tau ThT inhib	L3MBTL1 inh	TRb SRC2 PPI
1	CC(=O)c1ccc(NC(=O)CSc2cn(CC(=O)N3CCCCCC3)c3ccccc23)cc1	u	4%	x	x	-4%	u	x	10%
2	CCCSc1nnc2nc3c(nn12)c1ccccc1n3C	-7%	-1%	u	0%	-3%	u	-4%	-7%
3	COc1ccc(C(=O)N2CCC(C(=O)Nc3ccc(OC)c(OC)c3)CC2)cc1	-10%	-10%	u	8%	-7%	0%	26%	-2%
4	c1ccc(-c2nnc(NC3=NCCC3)o2)cc1	1%	-1%	-1%	2%	-5%	0%	8%	-1%
5	CCCC[C@@H]1C[C@H]1C(NC(=O)c1cccs1)c1ccc(-c2ccccc2)cc1 (stereo not given in full)	-1%	-10%	-3%	2%	-3%	-4%	x	-7%
6	CC1(NC(=O)c2cc(S(=O)(=O)N3CCCCC3)ccc2Cl)CCS(=O)(=O)C1 (stereo not given)	0%	-2%	-23%	0%	2%	1%	x	6%
7	Cc1ccc(C)c2c1cc(C)c1nnc(SCC(=O)Nc3cccc(C(=O)O)c3)n12	5%	u	x	-2%	-3%	-3%	x	6%
8	COc1ccccc1NC(=O)c1cc([N+](=O)[O-])ccc1NCCN1C(=O)CCC1=O	-21%	-7%	u	-5%	-2%	-9%	-6%	-3%
9	Cn1ccsc1=NC(=O)c1ccc(Cl)cc1	-1%	-5%	10%	2%	-3%	-9%	1%	0%
10	O=C(O)c1ccc(S(=O)(=O)NC2CCCCC2)cc1	7%	6%	6%	-1%	1%	5%	5%	-1%
11	Cc1ccc(NC(=O)CSc2nc3ccccc3c(=O)n2CCCN2CCCCC2)cc1C	-7%	6%	-10%	9%	1%	-8%	-10%	-6%
12	Oc1c(Br)cc(Cl)cc1C=Nc1ccc(N2CCOCC2)cc1	-18%	-18%	-3%	8%	5%	16µM*	-4%	-1%
13	Cc1cc2c(=O)n(NC(N)=O)c(C)nc2s1	0%	2%	4%	7%	2%	5%	0%	4%
14	Cc1nn(CC(=O)NC2C(=O)N3C(C(=O)O)=C(CSc4nnnn4C)CSC23)cc1Br (stereo not given)	-7%	-12%	1%	0%	-10%	u	x	0%
15	COC(=O)c1cc2c(cc1NC(=O)c1cnn(-c3ccccc3)c1-n1cccc1)OCO2	4%	-5%	x	x	-1%	4%	x	12%
16	O=C(NCCSc1ccccc1)c1ccc(CN2CCOCC2)cc1	-1%	4%	x	-6%	-4%	x	x	-2%
17	CCOc1ccc(Cl)cc1S(=O)(=O)n1cnc2cc(C)c(C)cc21	-16%	-10%	-3%	9%	3%	-9%	x	-9%
18	Cn1ncc(Cl)c(Oc2ccc(Cl)cc2)c1=O	-14%	1%	7%	-10%	-4%	-6%	5%	0%
19	COc1cc(/C=C/C(=O)O)cc(S(=O)(=O)NCc2ccc3c(c2)OCO3)c1OC	-10%	2%	-6%	-1%	0%[53 µM]	-13%	-10%	-4%[53 µM]
20	O=C(c1ccccc1)N1CCN(C(=O)N2CCCCC2)CC1	-2%	3%	u	1%	2%	-7%	7%	7%

# Just TexasRed fluor, for some of the entries so far:
entry	Compound	TexasRed fluor
5	CCCC[C@@H]1C[C@H]1C(NC(=O)c1cccs1)c1ccc(-c2ccccc2)cc1 (stereo not given in full)	-3%
6	CC1(NC(=O)c2cc(S(=O)(=O)N3CCCCC3)ccc2Cl)CCS(=O)(=O)C1 (stereo not given)	2%
7	Cc1ccc(C)c2c1cc(C)c1nnc(SCC(=O)Nc3cccc(C(=O)O)c3)n12	-3%
8	COc1ccccc1NC(=O)c1cc([N+](=O)[O-])ccc1NCCN1C(=O)CCC1=O	-2%

# Returning to the listing, repeating the 2 entries before the break.
no.	Compound	Tau fluor cs	Tau fibril FP	ALDH1A1 block	GLA spleen mod	TexasRed fluor	Tau ThT inhib	L3MBTL1 inh	TRb SRC2 PPI
19	COc1cc(/C=C/C(=O)O)cc(S(=O)(=O)NCc2ccc3c(c2)OCO3)c1OC	-10%	2%	-6%	-1%	0%[53 µM]	-13%	-10%	-4%[53 µM]
20	O=C(c1ccccc1)N1CCN(C(=O)N2CCCCC2)CC1	-2%	3%	u	1%	2%	-7%	7%	7%
21	O=C(CSc1ccc(-c2ccccc2)nn1)c1ccccc1	-21%	-3%	-12%	-6%	-11%	-17%	18%	6%
22	COc1ccc(CCCc2nnc(SCC(=O)Nc3ccc(C)cc3C)o2)cc1	-9%	10%	x	x	-1%	-12%	x	-4%
23	Cc1ccccc1NC(=O)Oc1cccc(OC(=O)c2ccccc2)c1	-11%	0%	x	-2%	-3%	-8%	x	-1%
24	Cc1ccc(C(N)=Nc2ccccc2)cc1	-7%	-2%	10%[13.5 µM]	2%	-2%	-6%	2%	3%
25	COC(=O)c1ccc(C)c(NC(=O)Cc2ccc([N+](=O)[O-])cc2)c1	-8%	8%	8%	-7%	-7%	-2%	-7%	-8%
26	COc1cccc(NC(=O)CN2CCCN(S(=O)(=O)c3ccc(Br)cc3)CC2)c1	-28%	-4%	x	x	-17%	-10%	x	7%
27	O=C(C1CC1)N1CCN(c2nc3ccccc3s2)CC1	-4%	-6%	3%	-1%	-3%	u	-6%	8%
28	COC(=O)c1ccc(Cn2cnc3c(cnn3-c3ccc(C)c(C)c3)c2=O)o1	-16%	-1%	u	-3%	1%	u	12%	0%
29	COc1ccc(N/C=C\C(=O)c2ccc3c(c2)OCO3)cc1OC	u	1%	-12%	3%	-6%	2.8µM*	-2%	3%
30	COc1ccc(-n2nc3c(c2NC(=O)C24CC5CC(CC(C5)C2)C4)CS(=O)C3)cc1 (stereo not given)	-7%	-3%	2.8µM*	9%	6%	-7%	x	-13%
31	COc1cccc(CNC(=O)C2CCN(S(=O)(=O)c3ccc(F)cc3)CC2)c1	-1%	2%	-5%	-14%	-2%	-1%	1%	4%
32	Cc1cc(CNC(=O)C(C)n2nc(C)c([N+](=O)[O-])c2C)c2ccccc2n1 (stereo not given)	-3%	0%	19%	2%	0%	-1%	21%	2%
33	Cc1cccc(NC(=O)NCCn2c(=O)oc3ccc(C)cc32)c1	-4%	5%	x	x	-1%	1%	x	-5%
34	FC(F)(F)c1cccc(CNc2ncccc2-c2nc3cc(Cl)ccc3o2)c1	-9%	-6%	u	-4%	-1%	-8%	-7%	-8%
35	Cc1c(NC(=O)C(C)OC(=O)c2cccs2)c(=O)n(-c2ccccc2)n1C (stereo not given)	10%	3%	10%	-11%	0%	5%	u	-10%
36	Cn1c(=O)cc(NCCc2ccccc2)[nH]c1=O	7%	4%	11%	2%	2%	10%	-11%[11.4 µM]	-5%
37	COC(CNC(=O)c1ccc(N2CCc3ccccc32)c([N+](=O)[O-])c1)OC	u	11%	u	-4%	0%	u	-28%	1%
38	Cc1ccc2cccc(NC(=S)NC(=O)c3ccnn3C)c2n1	-12%	-2%	10µM*	-3%	0%	u	-10%	11%
39	Cc1cccc(OCCCCc2c(C)n[nH]c2C)c1C	-5%	3%	-7%	-3%	-4%	u	x	3%
40	CC[C@](C)(CN(C)C)OC(=O)c1ccccc1	x	x	9%[20.9 µM]	-14%[29.1 µM]	-4%[53 µM]	x	x	-3%[53 µM]

# (further entries)
no.	Compound	Tau fluor cs	Tau fibril FP	ALDH1A1 block	GLA spleen mod	TexasRed fluor	Tau ThT inhib	L3MBTL1 inh	TRb SRC2 PPI
41	COCCN(C(=O)Nc1ccccc1)C(C)c1cccnc1 (stereo not given)	4%	0%	9%	2%	2%	-5%	3%	-4%
42	N#CC(C#N)=C/C(C#N)=C(/N)N1CCN(c2ccc(Cl)cc2)CC1	u	u	u	-2%	1%	u	-7%	-6%
43	CCC1Oc2ccc(C)cc2N(CC(=O)N(Cc2ccc3c(c2)OCO3)CC2CCCO2)C1=O (stereo not given)	-9%	-12%	u	7%	0%	-10%	x	0%
44	CCOc1ccc(/C=C/C(=O)Nc2ccc3nc(N(CC)CC)cc(C)c3c2)cc1OC	u	u	x	x	-8%	7.1µM*	x	12%
45	O=S(=O)(Cc1ccccc1)NCC1CCCN(Cc2ccc3nonc3c2)C1 (stereo not given)	-16%	-11%	-5%	-14%	1%	-8%	8%	-1%
46	CC1CCN(C(=O)Cn2c(=O)n(CCc3ccccc3)c(=O)c3ccccc32)CC1	-7%	-4%	0%	-2%	1%	-2%	x	-3%
47	Cc1nn(-c2ccc([N+](=O)[O-])cc2)c2c1C(c1cccc(Br)c1)N1C(=N2)C(=O)Nc2ccccc21 (stereo not given)	-20%	3%	5%	-7%	-2%[53 µM]	u	5%	-8%[53 µM]
48	CN(C(=O)C1CCCN(c2ncnc3c2nc2n3CCCCC2)C1)c1ccccc1F (stereo not given)	-2%	4%	x	x	-16%	-3%	x	2%
49	CNCC/C=C1/c2ccccc2CSc2ccccc21	-5%	-3%	-15%	-12%	-1%	-12%	-4%	-16%
50	CCOC(=O)c1sc(=NC(=O)CCSc2ccccc2)n(C)c1C	-4%	-10%	6%	-2%	-3%	-2%	11%	4%
51	COc1ccc(NC(=O)CSc2nnc3scc(-c4ccc(Cl)cc4)n23)cc1	-25%	14%	x	x	0%	u	x	7%
52	Cc1ccc(C2c3[nH]c4ccccc4c3CCN2C(=O)c2cccc(C)c2)cc1 (stereo not given)	-16%	-1%	x	x	-2%	-13%	x	8%
53	CC(C)N1C(=O)C2ON(c3ccccc3)C(c3cccs3)C2C1=O (stereo not given)	-5%	-4%	-11%	2%	0%	0%	x	5%
54	CCN(CC)S(=O)(=O)c1cccc(C(=O)N/N=C/c2cc(OC)c(O)c(OC)c2)c1	-23%	6%	-7%	-19%	u	u	-3%	-4%
55	Cc1ccccc1OCC(=O)NC(=S)Nc1ccc2c3c(cccc13)CC2	-1%	10%	0%	-1%	-3%	-7%	x	-4%
56	COC(=O)C1=C(C(=O)OC)[C@@H]2N(C)c3ccccc3[C@@]23C[C@@H](CO)N(C(=O)c2ccco2)C3=N1	-3%[11.6 µM]	-3%[11.6 µM]	-2%[13.5 µM]	0%[17.5 µM]	-1%[11.2 µM]	2%[11.5 µM]	x	8%[11.2 µM]
57	COc1ccc(N(CC(=O)N/N=C(\C)c2cccs2)S(=O)(=O)c2ccccc2)cc1Cl	-22%	-5%	9%	-1%	1%	2%	-3%	11%
58	CC(=O)N(c1ccc(Cl)cc1)c1nc(C)cc(C)c1C#N	-9%	-8%	-2%	0%	2%	-6%	6%	1%
59	Cn1c(=O)c(=O)n(C)c2cc(S(=O)(=O)N3CCCC3C(=O)Nc3ccccc3F)ccc21 (stereo not given)	-1%	-4%	x	x	-1%	5%	-3%	-5%
